GPR151 ag: activators of human GPR151, primary screen, cell-based, PathHunter beta-arrestin, luminescence; activation, % at 11.2 µM; G-protein coupled receptor 151 (Homo sapiens), Q8TDV0; AID 1508602, 2020; PathHunter beta-arrestin GPR151 cells; actives 1% (n = 650,000); in the data active means activation above about 4.9%;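 further: 0% = median of compound wells and 100% = cells with positive control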
Target sequence (Q8TDV0 whole entry, looked up): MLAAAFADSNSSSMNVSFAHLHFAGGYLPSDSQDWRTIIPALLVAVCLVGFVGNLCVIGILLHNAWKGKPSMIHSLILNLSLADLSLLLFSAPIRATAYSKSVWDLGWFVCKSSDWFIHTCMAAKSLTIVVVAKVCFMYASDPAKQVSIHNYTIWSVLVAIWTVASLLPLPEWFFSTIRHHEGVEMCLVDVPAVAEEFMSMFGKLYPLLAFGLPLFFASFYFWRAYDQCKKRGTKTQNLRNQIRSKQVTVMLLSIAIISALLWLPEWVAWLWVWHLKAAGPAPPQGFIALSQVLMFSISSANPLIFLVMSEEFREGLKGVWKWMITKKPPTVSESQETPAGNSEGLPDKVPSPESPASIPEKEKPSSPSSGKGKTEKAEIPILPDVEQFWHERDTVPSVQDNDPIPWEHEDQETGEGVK
TEAD-YAP block: TEAD-YAP interaction inhibition, primary screen, TEAD-YAP interaction inhibitor project, luminescence, HEK-TIYL cells | actives 1.4% (n = 640,000) | inhibition, % at 9.12 µM | TEAD-Gal4/YAP UAS-luciferase luminescence; in the data active means inhibition above about 32%;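 further: 0% = median of test compound wells and 100% = reference inhibitor wells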
MITF primary: MITF inhibitors, primary screen, biochemical, AlphaScreen, human; Microphthalmia-associated transcription factor (Homo sapiens), O75030; AlphaScreen MITF homodimerization, bead proximity signal; inhibition, % at 2.6 µM; actives 0.91% (n = 650,000); AID 1259374, 2018; in the data active means inhibition above about 50%;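 further: 0% = vehicle wells with protein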
Target sequence (O75030 whole entry, looked up): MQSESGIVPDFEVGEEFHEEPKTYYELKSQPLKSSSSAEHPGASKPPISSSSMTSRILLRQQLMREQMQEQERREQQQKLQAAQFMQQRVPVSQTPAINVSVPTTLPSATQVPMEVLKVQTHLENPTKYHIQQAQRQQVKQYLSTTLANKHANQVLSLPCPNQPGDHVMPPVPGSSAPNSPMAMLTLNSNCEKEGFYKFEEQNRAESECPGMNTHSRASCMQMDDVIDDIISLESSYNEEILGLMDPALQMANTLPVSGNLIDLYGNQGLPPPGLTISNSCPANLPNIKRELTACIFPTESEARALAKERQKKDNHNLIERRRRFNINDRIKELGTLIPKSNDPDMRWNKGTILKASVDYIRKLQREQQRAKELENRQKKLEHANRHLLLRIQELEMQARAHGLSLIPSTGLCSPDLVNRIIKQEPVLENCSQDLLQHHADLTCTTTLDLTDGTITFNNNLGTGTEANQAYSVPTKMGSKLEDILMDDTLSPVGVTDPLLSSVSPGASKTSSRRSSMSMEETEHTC
FBW7 act: FBW7 E3 ligase activators, primary screen, biochemical, AlphaScreen, human. F-box/WD repeat-containing protein 7 (Homo sapiens), Q969H0. AlphaScreen FBW7–phospho-cyclin E peptide binding, activator screen. normalized activity (activation), % at 26.1 µM. actives 0.13% (n = 650,000). AID 1259310, 2017; in the data active means normalized activity above about 1.9%;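 further: purified mutant Fbw7 with reduced substrate affinity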
The depositor's hits bear a star; & = joins results of further samples.

SMILES	GPR151 ag	TEAD-YAP block	MITF primary	FBW7 act
O=C(CCC1(Cc2cccs2)CCC(=O)N1)NCC1OCCc2ccccc21 (stereo unspecified)	0.3	-29	6	0.0
Cc1cnc(-c2ccc(N3CCN(C)CC3)cc2)nc1NCc1ccccc1	0.2	-5	5	-0.1
CN(C(=O)Cc1c(C(=O)O)[nH]c2ccccc12)c1ccccc1	-0.5	9	14	0.2
CCNc1cc(N(C)C)c2noc3c2c1C(=O)c1ccccc1-3	1.8	-2	34	-0.7
Cc1cc(C)n2nc(CNC(=O)c3ccccc3Cl)nc2n1	0.6	1	0	0.0
Cc1sc2c(c1C)c(=O)nc1n2CC(O)=C1c1ccccc1	1.8	6	12	0.1
O=C(CSc1nnc2c(n1)[nH]c1ccccc12)Nc1cccc(C(=O)O)c1	1.2	-2	10	0.1
CCCCC(=O)Nc1ccccc1-c1nnn(CC(=O)Nc2ccc3c(c2)OCCO3)n1	-0.9	12	13	2.3*
COC(=O)c1ccc(C2NC(=O)CCC2[N+](=O)[O-])cc1 (stereo unspecified)	-0.9	13	1	0.1
Cc1occc1C(=O)NNC(=O)C1CCCCC1	-0.1	-5	9	0.3
N#Cc1c(N)c(C(=O)c2ccc(Cl)cc2)n2c1CCC2	0.3	-6	7	-0.2
O=C(CCCOc1ccc(Cl)cc1Cl)N1CCCc2ccccc21	0.0	-8	-21	0.1

Five compounds from above, sorted by molar mass, descending:
SMILES	GPR151 ag	TEAD-YAP block	MITF primary	FBW7 act
O=C(CSc1nnc2c(n1)[nH]c1ccccc12)Nc1cccc(C(=O)O)c1	1.2	-2	10	0.1
Cc1sc2c(c1C)c(=O)nc1n2CC(O)=C1c1ccccc1	1.8	6	12	0.1
CN(C(=O)Cc1c(C(=O)O)[nH]c2ccccc12)c1ccccc1	-0.5	9	14	0.2
CCNc1cc(N(C)C)c2noc3c2c1C(=O)c1ccccc1-3	1.8	-2	34	-0.7
Cc1occc1C(=O)NNC(=O)C1CCCCC1	-0.1	-5	9	0.3

The listing continues.
SMILES	GPR151 ag	TEAD-YAP block	MITF primary	FBW7 act
CC1=C(C(=O)Nc2cccc(Cl)c2)C(c2ccccc2F)NC(=O)N1 (stereo unspecified)	0.2	17	-8	-0.1
OC(CNCC(O)c1ccccc1)c1ccccc1 (stereo unspecified)	-1.5	8	17	0.2
O=C(COC(=O)c1ccc2c(c1)S(=O)(=O)c1ccccc1C2=O)c1ccccc1	0.4	0	-7	-0.1
Cc1ccc(Nc2ncnc3c2c(-c2ccccc2)cn3-c2cccc(C)c2)cc1	-0.6	4	11	0.1
Cc1cccc(NCCCC(=O)N/N=C/c2cccnc2)c1	-0.4	-5	-4	0.0
O=C(c1ccc2c(c1)N(Cc1cccc(F)c1)C(=O)c1ccccc1S2)N1CCOCC1	-0.8	6	-5	0.0
O=C(Nc1ccccc1Oc1ccccc1)c1ccco1	-0.2	-1	8	-0.1
O=C(Nc1nnc(-c2ccc(Cl)c(Cl)c2)s1)c1cccs1	-0.9	-10	7	0.1
O=C1N=c2ccc(Br)cc2=C1c1c(O)[nH]c2ccc(Cl)cc12	-0.1	7	13	0.6
CCc1c(C)nc(SCC(=O)CC(=O)OC(C)C)c(C#N)c1C	0.0	4	8	0.0
CCc1ccc(-n2c(SCC(N)=O)nnc2-c2ccoc2C)cc1	0.2	1	23	0.0
COc1ccc(-c2cc(C(F)(F)F)n3ncc(C(=O)Nc4cc(C)ccc4O)c3n2)cc1	-1.0	-2	-4	0.2
CCOC(=O)C1=C(CN(Cc2ccco2)C2CCCCC2)NC(=O)NC1c1ccccc1 (stereo unspecified)	-0.3	2	9	1.3
Cc1ccc(N2C(=O)N(C)c3ccccc3S2(=O)=O)cc1Cl	-0.4	1	-2	0.1
Cc1ccc(S(=O)(=O)N2CCC(C(=O)O)CC2)cc1C(=O)O	-0.6	-1	-6	-0.1
C/C(=N\Nc1ccc([N+](=O)[O-])cc1)c1ccc(Br)s1	-0.3	2	-9	0.2
Cc1cccc(NC(=O)COc2cccc(Br)c2)n1	0.4	0	6	0.3
CCCCn1c(=NC(=O)c2cc3ccccc3o2)c(C(=O)OCC)cc2c(=O)n3ccccc3nc21	-1.0	-1	12	0.8
COCC(=O)Nc1ccccc1N1CCN(c2ccccc2)CC1	-0.1	-14	-2	-0.1
CCOc1ccc(NC(=O)C2CCCN2S(=O)(=O)c2ccc(OC)cc2)cc1 (stereo unspecified)	0.6	-8	3	0.0
COCc1c(C(=O)N/N=C/c2cc([N+](=O)[O-])ccc2O)nnn1-c1nonc1N	-0.4	-21	33	0.0
COc1ccc(C(=O)NCCc2csc(-c3ccc(F)cc3)n2)c(OC)c1	1.1	-2	5	0.2
CN1CC(=O)NC1=NC(=O)CN(C)S(=O)(=O)c1ccc2c(c1)c(=O)n(C)c(=O)n2C	0.0	2	2	0.0
COc1cc(NC(=O)c2ccc3nc(-c4c(C)nn(C)c4C)sc3c2)cc(OC)c1OC	-1.4	35*	3	0.1
CCOC(=O)CSc1nc(C2CC2)nc2ccccc12	0.1	0	3	-0.1
Cc1nn(C(C)C)c(C)c1CN1CCN(Cc2ccsc2)C(CCO)C1 (stereo unspecified)	4.3	9	6	-0.1
CCOC(=O)c1cnn(-c2ccc(OC)cc2)c1CNC(C)CO (stereo unspecified)	0.0	6	6	0.1
Cn1cc(-c2cnc3c(n2)[nH]c(=O)n3Cc2ccccn2)cn1	0.3	3	1	-0.4
O=CC(C=O)=C1Sc2ccccc2N1Cc1ccccc1	-0.9	4	14	-0.1
CC(C)(C)c1csc2ncc(C(=O)NOCc3ccc4c(c3)OCOC4)c(=O)n12	-0.4	0	5	0.0
CCOc1ccc(C(C)NC(=O)Nc2cccc([N+](=O)[O-])c2)cc1 (stereo unspecified)	-2.3	9	20	0.1
CC1=CC2=NC(=O)/C(=C\c3cc(C)n(-c4ccc(Br)cc4)c3C)C(=N)N2O1	-1.1	1	2	0.4
CCOC(=O)c1[nH]c(=O)[nH]c1CSn1nc(C)cc1C	-0.1	3	2	0.1
COc1ccc(-c2nc(C)cc(NCCCN3CCCC3=O)n2)cn1	3.4	-29	-12	0.3
CC(C)(C)CC(C)(C)NC(=O)Cc1ccccc1F	0.6	3	-3	-0.1
CC1=CC2=NC(=O)/C(=C\c3cn(CCOc4ccccc4)c4ccccc34)C(=N)N2O1	0.0	-2	34	0.0
CCOc1ccc(-c2nnc3ccc(SCC)nn23)cc1	1.8	-6	-5	0.0
CC(=O)Nc1cc2ccccc2cc1N1C(=O)c2ccccc2C1=O	1.0	21	-9	-0.2
Cc1ccc(C(=O)O/N=C(\N)Cc2ccc([N+](=O)[O-])cc2)cc1C	-0.2	8	16	0.1
CC(=O)Nc1ccc(Nc2cc(N3CCOCC3)nc(N)n2)cc1	1.7	-4	-9	-0.2
COc1ccc(CCN(C)CCc2ccc(OC)c(OC)c2)cc1OC	0.7&-0.6	1	-10&21	0.0&0.7
COc1c(C)cc(Br)cc1C(=O)NCc1ccco1	0.4	-5	5	0.1
CO/C(=N\S(=O)(=O)c1ccc(Cl)cc1)c1ccccc1	5.9*	-6	17	0.0
C/C(=N\N=C1/NC(=O)CS1)c1ccc(Cl)s1	1.0	11	2	0.1
CCOC(=O)c1ccc(NC(=O)CN(c2ccc(OCC)cc2)S(C)(=O)=O)cc1	-0.6	-77	-3	0.1
COc1ccccc1NC(=O)c1ccc(Br)c(S(=O)(=O)N2CCCCC2)c1	-0.3	-7	0	-0.1
CC(C)Oc1ccc(-c2nn(-c3ccccc3)cc2/C=c2\sc3nc(=O)c(Cc4ccccc4)nn3c2=O)cc1	1.5	-1	3	-0.2
CC(=O)OCCCN1C(=O)c2ccc([N+](=O)[O-])cc2C1=O	-0.2	12	11	0.0
Nc1ccccc1C(=O)c1nnc(Nc2ccccc2)s1	-1.3	-58	19	-0.2
COc1cccc(Cn2cccc(NC(=O)Nc3ccc(SC)cc3)c2=O)c1	0.4	20	4	0.0
O=C(COc1ccc(Br)cc1Cl)c1ccc[nH]1	-1.0	-18	-5	0.3
Cc1cc2c(c(-c3ccc4nc(C)ccc4c3)c1)OC(CNC(=O)Cn1cncn1)C2 (stereo unspecified)	2.0	7	1	0.0
COc1ccc(C(=O)NCCC(C)C)cc1[N+](=O)[O-]	-1.0	1	6	-0.1
Cc1ccc(C(C)C)cc1OCCOCCN1CCNCC1	0.4	-8	71*	-0.2
O=C(COc1ccc2ccccc2c1)Nc1ccc(NC(=O)c2ccco2)cc1	-0.3	-9	8	-0.2
COc1ccc(Br)cc1S(=O)(=O)N1CC(=O)N(CCc2ccccc2)C(=O)C1	0.0	-9	-3	0.0
O=C(O)CC1(CC(=O)N2CCCCC2)CCCC1	-0.4	3	9	0.2
Cc1ccc(C(=O)COc2cccc(N3C(=O)C4C5C=CC(C5)C4C3=O)c2)cc1 (stereo unspecified)	-0.7	8	21	0.2
O=C(N1CCOCC1)C12CC3CC(C1)CC(C(=O)N1CCOCC1)(C3)C2	-1.6	4	5	0.5
CC(=O)COc1cccc2c1ccc1c3c(c(=O)oc12)CCCC3	0.8	-1	-3	-0.1
Next section.
SMILES	GPR151 ag	TEAD-YAP block	MITF primary	FBW7 act
CCOC(=O)c1cc2c(=O)n3cccc(C)c3nc2n(Cc2cccnc2)c1=N	0.4	6	3	0.0
CCc1cccc(C)c1NC(=O)Cn1c(=O)oc2ccccc21	-2.1	-4	13	0.0
Cc1ccc2nc(-c3ccc(NC(=O)c4ccc(Cl)cc4Cl)cc3)oc2c1	-2.4	16	9	0.0
CCOc1cc(/C=N/Nc2nc(=O)[nH]nc2C)ccc1O	-2.1	6	4	-0.3
O=C1NC(=O)N(C2CCCCC2)C(=O)/C1=C/c1ccc(N2CCOCC2)cc1	-0.6	3	0	-0.6
CS(=O)(=O)Oc1ccc(Br)cc1/C=C1/N=C(c2ccco2)OC1=O	1.2	-3	-4	-0.1
C=CCNC(=O)C1CCN(c2nc(OC)nc(OC)n2)CC1	-0.2	-3	2	0.0
COc1ccc(C(=O)Nc2cc(-c3nc4cc(C(C)C)ccc4o3)ccc2Cl)cc1	0.3	10	-11	0.1
COc1cc(C2CC(=O)Nc3c2ccc2ccccc32)ccc1OC(=O)c1ccc(Cl)cc1 (stereo unspecified)	-0.4	-20	14	-0.2
COc1ccc(C)cc1N(CC(=O)Nc1cccc(C(F)(F)F)c1)S(C)(=O)=O	-1.4	16	12	0.2
COc1ccccc1N1CCN(C2CCCN(Cc3ccccc3O)C2)CC1 (stereo unspecified)	8.0*	8	13	-0.1
Cc1c(Cl)cccc1-n1nc(C(=O)NN)c2ccccc2c1=O	0.9	5	9	0.1

Record cards (already shown). Order of screens: GPR151 ag	TEAD-YAP block	MITF primary	FBW7 act
Cc1nn(C(C)C)c(C)c1CN1CCN(Cc2ccsc2)C(CCO)C1 (stereo unspecified) is entered as 4.3	9	6	-0.1
CCOc1ccc(C(C)NC(=O)Nc2cccc([N+](=O)[O-])c2)cc1 (stereo unspecified) is entered as -2.3	9	20	0.1
OC(CNCC(O)c1ccccc1)c1ccccc1 (stereo unspecified) is entered as -1.5	8	17	0.2
Cc1cccc(NCCCC(=O)N/N=C/c2cccnc2)c1 is entered as -0.4	-5	-4	0.0
COC(=O)c1ccc(C2NC(=O)CCC2[N+](=O)[O-])cc1 (stereo unspecified) is entered as -0.9	13	1	0.1

The listing continues:
SMILES	GPR151 ag	TEAD-YAP block	MITF primary	FBW7 act
COc1ccc(-n2ncc3c(N4CCCc5ccccc54)ncnc32)cc1	0.7	-29	10	0.1
O=C(CCCc1ccccc1)Nc1ccc(Br)cc1	0.7	-75	-2	-0.1
CCCCN(C)CCNC(=O)c1cc2cc3ccc(C)cc3nc2o1	0.8	1	12	-0.3
NC1=NC(=O)C2(COC(c3cc(Br)c(Br)o3)OC2)S1 (stereo unspecified)	0.2	-9	4	-0.2
COc1ccc(-c2cc(N)n(S(=O)(=O)c3ccc(F)cc3)n2)cc1OC	-0.2	8	5	-0.2
Cc1ccc2c(c1)-c1c(cnn1CC(=O)N1CCN(Cc3ccccc3)CC1)CO2	-1.8	22	3	0.1
CCN(CC)C(=O)C1CCCN(c2nc(NCCN(C(C)C)C(C)C)c3ncn(C(C)C)c3n2)C1 (stereo unspecified)	1.7	11	-6	0.1
CCn1cnc2sc(C(=O)NCc3ccccc3)c(C)c2c1=O	1.2	-31	3	0.0
CCOc1cc(/C=N/NC(=O)c2nnn(-c3nonc3N)c2-c2ccccc2)ccc1OC	-1.4	0	-14	0.4
Cc1ccccc1C(=O)NNC(=O)CCN1CCN(c2ccccc2)CC1	2.3	5	3	0.0
CC(=O)c1cccc(NC(=O)CCn2cccc2)c1	0.9	8	2	-0.3
O=C(NCCCN1CCCC1=O)c1cc(N2CCN(c3ccccn3)CC2)nc2ccccc12	-2.7	10	-3	-0.1
CC(=O)N1c2ccc(S(=O)(=O)N(CC(C)C)CC(C)C)cc2CC1C (stereo unspecified)	0.8	-8	5	-0.1
CCOC(=O)c1c(NC(=O)c2ccc(OC)cc2OC)sc(C(=O)N(CC)CC)c1C	-1.5	13	5	-0.1
CCC/C(=N/NC(=O)c1cccc([N+](=O)[O-])c1)c1ccccc1	-0.6	8	9	0.2
N#Cc1ccccc1NC(=O)c1ccc(S(=O)(=O)N2CCCc3ccccc32)cc1	1.9	5	-6	-0.1

Screening results (PubChem BioAssay)

An unsorted share of the library; 3.4% or so of the library scored in one or more.
